# PhoP GFP inhibition = PhoP regulon inhibitors, Salmonella typhi PhoP promoter GFP reporter, confirmatory (AID 1850); hit rate 0.33% among 310,000; one-dose inhibition, % at 50 µM; IC50 in µM for titrated hits; Salmonella Typhi PhoP-promoter GFP reporter, fluorescence, 4 h; higher % means a stronger effect; in the data active means a potency from the dose series; inconclusive means inhibition mostly from about 25% at the one dose, without a potency; inactive means the rest, 99 in 100 with inhibition below about 19%;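 further: 0% = induced wells with vehicle and 100% = uninduced wells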
# tuberculosis growth = growth inhibition of non-replicating M. tuberculosis (AID 488890). Mycobacterium tuberculosis non-replicating, growth inhibition; higher % means a stronger effect. inhibition, % at 25 µM; hits with a dose series show IC50 in µM. hit rate 0.39% among 320,000; in the data active means a potency from the dose series; inconclusive means inhibition mostly from about 82% at the one dose, without a potency; inactive means the rest, 99 in 100 with inhibition below about 76%;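 further: plate controls were DMSO cells for no effect and high antibiotic wells for full effect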
# H37Rv inhibition = M. tuberculosis growth inhibition, HTS (AID 449762); M. tuberculosis H37Rv growth inhibition, 7H9 media; higher % means a stronger effect; inhibition, % at 25 µM; hits with a dose series show IC50 in µM; hit rate 0.59% among 330,000; in the data active means a potency from the dose series; inconclusive means inhibition above about 70% without an active follow-up result;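 further: bacterial growth assessed after seven days of incubation; strong numbers were not always called active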
# H1N1 NS1A inhibition = H1N1 influenza NS1A inhibitors, functional cell based assay (AID 504329) | NS1A functional cell-based assay, percent inhibition; higher % means a stronger effect | inhibition, % at 12.5 µM, or IC50 in µM where a hit was titrated | hit rate 0.3% among 340,000; in the data active means a potency from the dose series; inconclusive means inhibition above about 27% without an active follow-up result; further: strong numbers were not always called active
# VEEV TC-83 Vero = inhibitors of VEEV TC-83 cytopathic effect, confirmation, Vero cells (AID 588727); Vero cells, VEEV TC-83 cytopathic effect inhibition; higher % means a stronger effect; inhibition, % at 20 µM, or IC50 in µM where a hit was titrated; hit rate 0.13% among 350,000; in the data active means a potency from the dose series; inconclusive means inhibition mostly from about 14% at the one dose, without a potency; inactive means the rest, 99 in 100 with inhibition below about 12%; further: strong numbers were not always called active
# VEEV TC-83 Vero 10K pilot screen = second read-out of VEEV TC-83 Vero, no call of its own (marks repeat the call); inhibition, %; measured here: 10K pilot screen inhibition
# Numbers without * were called inactive; i = inactive; ? = inconclusive; . = no result given.
SMILES,PhoP GFP inhibition,tuberculosis growth,H37Rv inhibition,H1N1 NS1A inhibition,VEEV TC-83 Vero,others
CCC(=O)Nc1ccc(-c2nnc(SCc3ccc(C(=O)Nc4nccs4)cc3)n2CC)cc1,-7%,4%,-6%,14%,i,
O=CN1CC(=O)N(c2ccccc2)c2c([nH]c3ccccc23)C1,-4%,-4%,3%,2%,i,
Cc1cc(O)cc2c1C1CCC3(C)C(O)CCC3C1C=C2 (stereo not given),.,.,.,3%,0.8%,
CCOC(=O)C1=C(C)N(C2CCCCC2)C(=O)C1,-1%,25%,0%,8%,2.0%,
Cc1cccc(C)c1NC(=O)CNC(=O)c1ccc(NS(=O)(=O)c2ccc3[nH]c(=O)[nH]c3c2)cc1,15%,-5%,-4%,-2%,1.4%,
Oc1ccc2ccccc2c1C=NC12CN3CCN(CN(C3)C1)C2,12%,-3%,6%,11%,7.2%,
CC(=O)C1=C(O)C(=O)OC1c1ccc(C)cc1 (stereo not given),-3%,-4%,4%,-1%,0.5%,
COCCn1c(N2CCN(c3ccccc3)CC2)nc2c1c(=O)n(C)c(=O)n2C,11%,-15%,4%,10%,1.6%,
O=C(CSC1=NCCS1)NCc1ccco1,-5%,35%,1%,6%,1.4%,
COc1cc(/C=C2/C(=N)N3C=CSC3=NC2=O)ccc1OCCCOc1cc(C)ccc1C,-1%,-12%,1%,0%,0.6%,
CC(C)CC1Nc2ccc(C(=O)NCCCN3CCOCC3)cc2NC1=O (stereo not given),5%,-4%,8%,11%,2.3%,
COc1cccc(NC(=O)[C@H](Cc2c[nH]c3ccccc23)NC(=O)[C@@H]2Cc3ccccc3CN2)c1,8%,22%,-7%,1%,9.6µM*,
COc1cc(OC)cc(C(=O)NC(=S)Nc2ccc(NC(=O)c3ccco3)cc2)c1,2%,-16%,12%,3%,1.7%,
O=C(CN1CCCC1=O)N1CCOCC1,2%,-5%,-17%,-1%,0.4%,
COc1ccc(C(CNC(=O)CN2C(=O)NC3(CC(C)CC(C)(C)C3)C2=O)N2CCOCC2)cc1 (stereo not given),-1%,14%,-12%,-4%,1.8%,
COc1ccc(NC(=O)CCS(=O)(=O)c2ccc3c(c2)oc(=O)n3C)cc1OC,-9%,-3%,-1%,2%,0.8%,
CCN(CC)c1nc(NN)nc(Nc2ccc(C)c(Cl)c2)n1,3%,39%,2.9µM*,-23%,2.7%,
CC(C)Oc1ccc(C(=O)NCc2cccs2)cc1,-7%,-1%,-4%,-1%,1.7%,
COCCN(Cc1nc2ccccc2c(=O)[nH]1)C(=O)c1cccc(S(=O)(=O)N2CCCC2)c1,.,11%,-4%,-1%,0.6%,
Cc1ccc(-n2nc(C(=O)O)c(C)c(C#N)c2=O)cc1Cl,3%,-4%,-3%,0%,0.9%,

# Three structures already listed, sorted by molar mass, low to high.
SMILES,PhoP GFP inhibition,tuberculosis growth,H37Rv inhibition,H1N1 NS1A inhibition,VEEV TC-83 Vero,others
CC(C)Oc1ccc(C(=O)NCc2cccs2)cc1,-7%,-1%,-4%,-1%,1.7%,
CCN(CC)c1nc(NN)nc(Nc2ccc(C)c(Cl)c2)n1,3%,39%,2.9µM*,-23%,2.7%,
COCCN(Cc1nc2ccccc2c(=O)[nH]1)C(=O)c1cccc(S(=O)(=O)N2CCCC2)c1,.,11%,-4%,-1%,0.6%,

# Continued:
SMILES,PhoP GFP inhibition,tuberculosis growth,H37Rv inhibition,H1N1 NS1A inhibition,VEEV TC-83 Vero,others
O=C(Nc1ccc([N+](=O)[O-])cn1)c1cc(-c2cccc(Cl)c2)nc2ccccc12,-5%,10%,5%,2%,3.4%,
O=C(c1cc2n(n1)C(C(F)(F)F)CC(c1ccc(Cl)cc1)N2)N1CCCC1 (stereo not given),-8%,-3%,-7%,7%,4.2%,
Cc1cc(OC(=O)c2ccccc2C(F)(F)F)c([N+](=O)[O-])c(=O)[nH]1,-9%,-8%,-3%,1%,0.5%,
COc1cc(-c2nc3ccccn3c2/N=C/c2ccc(F)cc2)ccc1O,-6%,22%,21%,13%,2.7%,
CCOC(=O)c1c(NC(=S)Nc2ccc(Cl)cc2)sc(C)c1C,.,.,.,25%,0.7%,
CC(=O)N1CCN(c2c(F)c(F)c(C(F)(F)F)c(F)c2F)CC1,.,.,.,2%,i,
O=C(Nc1cccc([N+](=O)[O-])c1)c1cc(S(=O)(=O)Nc2ccccn2)ccc1Cl,-3%,-2%,-3%,-9%,8.9%,
C#CCOn1c(-n2nc(C)cc2C)nc2ccccc2c1=O,11%,-1%,9%,-8%,0.9%,
C=C(C)C1CC=C(C)/C(=N/NC(=O)COc2ccccc2C)C1 (stereo not given),-1%,-11%,-1%,1%,0.6%,
Cc1cc(S(=O)(=O)NCC(C)C)ccc1OCC(=O)NCc1ccccn1,6%,3%,-1%,-9%,i,
O=C1CN=C(c2ccccc2)c2cc(Cl)ccc2N1,.,.,5%,1%,1.2%,
COc1ccccc1-c1cc(C(=O)N2CCOCC2)no1,7%,-8%,-1%,-15%,2.5%,
COc1cc(C)cc(CN2CCC(Cc3ccccc3)CC2)c1O,2%,2%,3%,2%,1.0%,
Cc1cc(C2C(=O)c3ccccc3C2=O)c(C)c(C)c1C,-5%,6%,30%,-19%,i,
C=CCNC(=S)NC(=O)c1csc([N+](=O)[O-])c1,9%,?,18%,5%,i,
CSc1ccccc1N=Cc1nc(-c2ccccc2)oc1O,7%,26%,?,3%,3.5%,
O=C(NCc1ccccn1)c1cc(Br)ccc1Cl,2%,22%,2%,-1%,i,
COc1ccc(C2CC(c3ccccc3)=NN2C(=O)COC(=O)c2cccc(S(=O)(=O)N3CCOCC3)c2)cc1 (stereo not given),15%,37%,-2%,-6%,2.2%,
COc1cc(-c2cc(=O)c3c(O)cc(O)cc3o2)ccc1O,-5%,44%,-9%,.,.,
COc1ccc(NC(=O)CN2CCN(CC(=O)Nc3ccccc3Cl)CC2)cc1Cl,4%,29%,-2%,4%,i,

# Continued, overlapping the part above by 7 compounds.
SMILES,PhoP GFP inhibition,tuberculosis growth,H37Rv inhibition,H1N1 NS1A inhibition,VEEV TC-83 Vero,others
Cc1cc(C2C(=O)c3ccccc3C2=O)c(C)c(C)c1C,-5%,6%,30%,-19%,i,
C=CCNC(=S)NC(=O)c1csc([N+](=O)[O-])c1,9%,?,18%,5%,i,
CSc1ccccc1N=Cc1nc(-c2ccccc2)oc1O,7%,26%,?,3%,3.5%,
O=C(NCc1ccccn1)c1cc(Br)ccc1Cl,2%,22%,2%,-1%,i,
COc1ccc(C2CC(c3ccccc3)=NN2C(=O)COC(=O)c2cccc(S(=O)(=O)N3CCOCC3)c2)cc1 (stereo not given),15%,37%,-2%,-6%,2.2%,
COc1cc(-c2cc(=O)c3c(O)cc(O)cc3o2)ccc1O,-5%,44%,-9%,.,.,
COc1ccc(NC(=O)CN2CCN(CC(=O)Nc3ccccc3Cl)CC2)cc1Cl,4%,29%,-2%,4%,i,
Cc1noc(C)c1S(=O)(=O)NC1CCCc2ccccc21 (stereo not given),0%,21%,-4%,0%,i,
Cc1ccc(NC(=O)CC(O)(C(F)(F)F)C(F)(F)F)cc1,-2%,3%,-8%,-1%,0.5%,
OCCNc1nc2ccccc2n1CCN1CCCCC1,-1%,3%,-3%,-12%,i,
Cc1cc2nc(SCC(=O)Nc3nonc3C)c3c(c2cc1C)CCCC3,5%,1%,8%,-3%,6.3%,
COC(/C=C/Nc1ccc(C)c(C)c1)=C(C#N)C#N,4%,-14%,-1%,0%,0.1%,
COc1ccc(NC(=O)c2cccnn2)cc1,4%,-7%,1%,18%,0.3%,
O=[N+]([O-])c1ccc(C2=NN(c3ccccc3)C(c3ccco3)C2)cc1 (stereo not given),.,.,.,-3%,0.2%,
CC1(C(=O)NCCOc2ccccc2Cl)CC1(Cl)Cl (stereo not given),-3%,29%,-1%,0%,i,
CC(=O)Nc1ccc(NC(=O)C(C)OC(=O)C2CCN(S(=O)(=O)c3ccccc3C(F)(F)F)CC2)cc1 (stereo not given),.,.,.,-4%,5.1%,
CCN1CCN(S(=O)(=O)c2ccc(Br)s2)CC1,0%,6%,0%,-2%,i,
NC(=O)Cn1nnc(-c2ccc(C(F)(F)F)cc2)n1,-6%,77%,?,-7%,i,
CCOC(=O)C1C(=O)CC(C)(O)C(C(=O)OCC)C1c1ccc(OCC)cc1 (stereo not given),0%,0%,-3%,-1%,i,
C#CCOCCOCCOCCNc1nc(N2CCN(C(=O)[C@H]([C@@H](C)CC)n3cc([C@@H](N)Cc4ccc(O)cc4)nn3)CC2)nc(N2CCN(C(=O)[C@H](Cc3ccc(O)cc3)n3cc([C@@H](N)CC(C)C)nn3)CC2)n1,7%,-1%,?,9%,1.6%,
O=C(O)c1ccccc1SC1CC(=O)N(c2cccc3ccccc23)C1=O (stereo not given),.,.,.,7%,i,
Cc1ccc(N2C(=O)CC(Cc3cccc(C)c3)C2=O)cc1 (stereo not given),-2%,-2%,3%,2%,7.9%,
Cc1ccc2c(c1)c(C)c(C)n2CC(O)Cn1nnc2ccccc21 (stereo not given),-3%,36%,56%,21%,5.3%,
Cc1cc(C)c(NC(=O)CCCCCNC2CCCCC2)c(C)c1,-7%,0%,2%,1%,0.2%,
Cc1c(C(=O)Nc2ccccc2F)sc2nc3n(c(=O)c12)CCC3,6%,-1%,-7%,-2%,2.1%,
CC(C)C(OC(=O)c1cccs1)C(=O)NCc1ccc(F)cc1 (stereo not given),1%,-10%,7%,6%,1.4%,
COc1ccccc1NC(=O)c1cc(N2C(=O)C3C4CCC(C4)C3C2=O)ccc1Cl (stereo not given),3%,15%,-4%,-5%,1.8%,
CC(=O)c1ccc(O)c(CSC2=NCCS2)c1,10%,8%,-7%,-2%,3.0%,
CCOC(=O)C1CCCCN1Cc1ccccc1C(F)(F)F (stereo not given),-10%,0%,4%,-18%,0.8%,
COc1ccc(OC)c(NC(=O)CN(C)S(=O)(=O)c2ccc3nc(C)sc3c2)c1,3%,36%,4%,-2%,0.6%,
O=C(COc1cc(Cl)c(Cl)cc1Cl)NCCN1CCOCC1,-2%,-1%,-4%,12%,0.7%,
CCOC(=O)CSc1nc2cc(S(=O)(=O)Nc3ccccc3OC)ccc2o1,12%,.,.,1%,3.2%,
CCC(C)[C@H](NC(=O)c1cn(CC)c2cc3c(cc2c1=O)OCO3)C(=O)NCCCn1ccnc1 (stereo not given in full),-4%,-5%,-7%,5%,i,
CCC(C)(C)n1nnnc1C(c1ccccn1)N1CCCCC1 (stereo not given),8%,-8%,-10%,-4%,1.6%,
C/C=C(\C)C(=O)NCCN1C2=NC[C@@H](Cc3ccccc3)N2C[C@@H]1Cc1ccc(OC)cc1,0%,62%,-2%,-1%,i,VEEV TC-83 Vero 10K pilot screen=0.2
Cc1ccc(S(=O)(=O)N2CCC[C@H]2C(=O)OCC(=O)Nc2ccc3c(c2)OCO3)cc1,.,3%,2%,-8%,4.7%,
CC1(C)CC(C(=O)Nc2nccs2)CCO1 (stereo not given),-12%,3%,-9%,-2%,0.5%,
CCCCn1c(N)c(N(CC)C(=O)c2ccc(Cl)c(Cl)c2)c(=O)[nH]c1=O,10%,-9%,-1%,8%,i,
COC(=O)CC1COc2ccccc2N1C(=O)/C=C/c1ccccc1 (stereo not given),-2%,2%,6%,2%,0.4%,
Cc1ccc(NC(=O)COC(=O)/C=C/c2c(C)nn(-c3ccc(F)cc3)c2Cl)cc1F,18%,-5%,8%,4%,i,
Cc1ccc(C(=O)N2CCC3(CC2)NCCc2[nH]cnc23)cc1,8%,-2%,0%,0%,0.7%,
COc1ccc(Br)cc1/C=C(\C(=O)O)c1ccc(S(=O)(=O)N2CCCC2)s1,.,43%,-1%,0%,0.1%,
Cn1nc(NC(=O)CC(C)(C)CC(=O)O)c2ccccc21,-2%,8%,1%,.,i,
Cc1cc(C(=O)CN2CCN(CC(=O)Nc3ccc(F)cc3)CC2)c(C)n1C1CC1,.,15%,-6%,-5%,i,
CC(C)CCNC(=O)c1ccc(CSCc2cccc(F)c2)o1,2%,45%,-1%,-10%,1.1%,
Nn1c(Cc2cccc3ccccc23)nnc1SCc1ccccc1,6%,33%,5%,-3%,i,
C/C(=N\NC(=O)c1nn(C)c(C)c1Br)c1ccc(NC(=O)c2ccoc2C)cc1,0%,-12%,-2%,-4%,1.2%,
COc1ccc(OCc2cc(C(=O)N(C)Cc3cc(C)no3)no2)c(Cl)c1,-2%,41%,3%,0%,4.0%,
O=S(=O)(Oc1ccccc1N1CCCCC1)c1ccccc1,-11%,36%,8%,-21%,0.9%,
CCOC(=O)C1CCN(C(=O)COC(=O)c2ccc3c(c2)C(=O)N(c2ccc(OCC)cc2)C3=O)CC1,-20%,22%,?,-10%,2.3%,
Cc1ccc(CN2CCC(n3nccc3NC(=O)C3CCOC3)CC2)cc1 (stereo not given),-7%,-1%,-2%,-11%,0.9%,

# Bioassay records from PubChem.
